Assay outcomes: PubChem BioAssay, National Center for Advancing Translational Sciences (NCATS)
IMPase Li inh = qHTS Assay for Identifying the Cell-Membrane Permeable IMPase Inhibitors: Potentiation with Lithium | CHO-M1 cells, IP1 TR-FRET (IP-One), carbachol + lithium | Potency, µM (highest dose often 59.4 µM), for the others: at the top dose activity, negative = IMPase inhibition, actives largely listed as inhibitors | hit rate 0.35% among 210,000;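 further: IP1 builds up when IMPase is blocked and the TR-FRET signal falls; plate controls were basal vehicle for no effect and high inhibitor control for full effect; nearly all actives have a fitted effect of over 50% in size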
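Concentration–response in CHO-M1 cells, lithium-potentiated; 30 min at 37C. IP1 detected by competitive TR-FRET after 10 min lysis at RT. Hill-fitted AC50.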
HTT cytoprotect = qHTS Multiplex Assay to Identify Dual Action Probes in a Cell Model of Huntington: Cytoprotection (ATP); PC12 HTT-Q103 induced, cytoprotection, ATP luminescence, 40 h; Potency, µM (doses to about 56.4 µM), for inactives: cytoprotection (ATP increase), hits mostly activators; hit rate 0.14% among 230,000;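 further: % of control where 0% means no effect; nearly all actives have a fitted effect of over 45% in size; toxic huntingtin expression switched on by the ecdysone agonist tebufenozide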
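Compounds were screened for protection of PC12 cells against cell death after tebufenozide induction (100 nM final) of mutant Huntingtin exon 1 (Q103) fused to GFP.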
GAA glycogen = qHTS Assay for Inhibitors and Activators of Human alpha-Glucosidase Cleavage of Glycogen | Lysosomal alpha-glucosidase (Homo sapiens), P10253 | recombinant GAA, glycogen substrate, Amplex Red glucose oxidase fluorescence | Potency, µM (series often up to 76.4 µM), for inactives: at the highest dose activity change, negative = inhibition, usual class: inhibitors | hit rate 0.38% among 300,000;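 further: 0% = full enzyme reaction and -100% = no-enzyme basal signal; the screen sought inhibitors and activators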
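Natural-substrate format: glycogen cleavage by 4 nM human enzyme, glucose read by Amplex Red coupling (Ex 573, Em 610 nm). Normalized to enzyme and no-enzyme controls.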
GoLoco inh red = qHTS Assay for Inhibitors of RGS12 GoLoco Motif Activity (Red Fluorophore). Potency, µM (top dose mostly 61.6 µM), for inactives: top-dose activity, negative = inhibition, usual class: inhibitors. Gai1:RGS12 GoLoco peptide FP, rhodamine, 10 min. hit rate 0.44% among 230,000; active means well fitted inhibition curve with a large enough effect, not every such curve was filed as active; inactive means no such curve, though single readings can be large or run the other way; further: on the % scale 0 is the no-effect control and ±100 the full control effect; nearly all actives have a fitted effect of over 30% in size; many of its hits are not listed in these tables
Target sequence (P63096 whole entry, looked up): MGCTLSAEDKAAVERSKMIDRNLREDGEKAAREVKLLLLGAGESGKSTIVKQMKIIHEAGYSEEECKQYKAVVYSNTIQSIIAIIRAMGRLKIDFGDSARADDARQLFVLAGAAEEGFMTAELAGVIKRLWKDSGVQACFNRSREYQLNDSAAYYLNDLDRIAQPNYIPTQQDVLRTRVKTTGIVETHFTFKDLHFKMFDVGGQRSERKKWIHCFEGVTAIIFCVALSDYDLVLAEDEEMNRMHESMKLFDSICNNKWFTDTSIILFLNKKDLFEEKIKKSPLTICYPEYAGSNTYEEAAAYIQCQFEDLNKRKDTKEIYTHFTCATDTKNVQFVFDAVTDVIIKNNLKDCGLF
HttQ103 aggreg = qHTS Multiplex Assay to Identify Dual Action Probes in a Cell Model of Huntington: Aggregate Formation (GFP); PC12 HttQ103-GFP aggregates, Acumen cytometry, 40 h; hit rate 1.1% among 220,000; Potency, µM (titrated, usually from 46.1 µM), for inactives: at the highest dose activity change, negative = inhibition, usual class: inhibitors; further: on the % scale 0 is the no-effect control and ±100 the full control effect; nearly all actives have a fitted effect of over 60% in size
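Read-out: GFP aggregate count by laser scanning cytometer (488 nm excitation, 500-530 nm emission, 1–25 µm objects >6 SD above background). Cells: PC12, inducible HTTex1-Q103-GFP, 100 nM tebufenozide; compounds titrated.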
GAA inhib = qHTS Assay for Inhibitors of Human alpha-Glucosidase as a Potential Chaperone Treatment of Pompe Disease. purified human GAA, 4-MU-alpha-glucoside fluorescence. Potency, µM (top dose mostly 76.9 µM), for inactives: at the top dose activity change, negative = inhibition, usual class: inhibitors. hit rate 0.005% among 200,000. AID 1466, 2008;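 further: plate controls were uninhibited enzyme wells for no effect and no-enzyme background for full effect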
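Human alpha-glucosidase, 4 nM, pre-mixed with test compounds before 400 uM 4-methylumbelliferyl substrate; 20 min room temperature at pH 5.0. Fluorescence read after pH 10 stop; AC50 values from Hill-equation fits.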
aGlu spleen mod = qHTS Assay for Inhibitors and Activators of Human alpha-Glucosidase From Spleen Homogenate; Lysosomal alpha-glucosidase (Homo sapiens), P10253; human spleen homogenate, 4-MU-alpha-glucoside fluorescence; Potency, µM (series often up to 79.9 µM), inactives show top-dose activity change, negative = inhibition, usual class: inhibitors; hit rate 0.006% among 240,000; AID 2112, 2009;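 further: 0% = enzyme with vehicle and -100% = no enzyme basal signal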
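AC50 values come from Hill-equation fits of concentration-response data, normalized to no-enzyme and full-activity controls. Enzyme source: 1 ug human spleen homogenate; 1 mM fluorogenic 4-MU glucoside, pH 5.0 citrate buffer, 37 C, 40 min.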
An asterisk follows results filed as active; ? = inconclusive; nt = no result given; & = joins results of further samples; [ ] = dose if it differs, or a comment. Unless noted, the call rests on the fitted dose curve; in most records, active means well fitted curve in the direction sought with a large enough effect; inconclusive means small, poorly fitted or top-dose-only effect, or another doubt; inactive means no such curve, though single readings can be large; an effect the other way counts as inactive or inconclusive. Potency means the concentration at half of the fitted maximal effect. The list is partial, so the mix of outcomes need not match the whole.

Screens in order – IMPase Li inh	HTT cytoprotect	GAA glycogen	GoLoco inh red	HttQ103 aggreg	GAA inhib	aGlu spleen mod
FC(F)(F)c1ccc(/C=N/N2CCN(Cc3cccc4ccccc34)CC2)cc1
 : -10.0%[38.3 µM]	6.1%	5.3%	-7.5%	-11.5%	-2.3%	-3.4%
O=c1c2ccccc2cnn1Cc1n[nH]c(=S)n1-c1ccccc1Cl
 : -4.6%	nt	-5.9%	-9.0%	-0.7%	2.4%	-4.6%
Cc1cccnc1NC(=S)NC(=O)c1cncc(Br)c1
 : -3.7%[38.3 µM]	-24.1%	-13.4%	-7.6%	-2.8%	0.2%	-14.9%
Cc1ccc2c(C(=O)CN3CCN(c4ccccc4)CC3)c(C)[nH]c2c1
 : -0.1%[38.3 µM]	-4.6%[0.074 µM]	-7.0%	-7.6%	12.6%	-6.3%	3.9%
CCCP(=O)(CC(=O)O)c1ccccc1 (centres undefined)
 : -7.4%[38.3 µM]	1.9%[10 µM]	2.8%	10.6%	3.1%	-2.1%	-0.3%
COCCn1c(=NC(=O)c2ccc3c(c2)OCCO3)sc2cc(S(N)(=O)=O)ccc21
 : -18.2%	-25.9%	-10.6%	-1.2%	25.4%	-5.6%	-4.6%
Cc1nc2c3ccccc3n(CC#N)c(=O)n2n1
 : 4.6%[38.3 µM]	10.5%	-6.5%	1.1%	5.2%	-13.2%[15.4 µM]	4.4%
CC(C)CN1CCCC2(CCN(C(=O)c3cccc(F)c3)CC2)C1
 : -1.4%	?	nt	22.4%	nt	nt	-10.2%
O=C1CN(C(=O)CSc2nnnn2-c2ccc(Cl)cc2)c2ccccc2N1
 : -4.0%[38.3 µM]	-12.2%	12.5%	14.2%	-8.3%	0.2%	-5.8%
Cc1cc(NC(=O)CSc2nnc3c(C)cc4cc5c(cc4n23)OCO5)no1
 : -1.3%[38.3 µM]	-3.4%[10 µM]	1.9%	3.3%	-2.7%	5.3%	0.9%
Cn1c(=O)n(CCc2ccccc2)c(=O)c2c1nc1n2CCCN1CCc1ccccc1
 : 42.4%[activator][38.3 µM]	-24.5%[0.074 µM]	-2.4%	5.8%	?	?	5.6%
O=C1C=C(c2ccccc2)CC(c2cccs2)C1n1cnc([N+](=O)[O-])c1 (centres undefined)
 : 12.9%[38.3 µM]	-9.5%	17.7%	-28.1%	6.5%	3.0%	1.0%
CC(=O)NNC(=O)CCC(=O)Nc1ccccc1
 : -10.0%[38.3 µM]	0.1%	-1.3%	11.1%	21.9%	-12.9%	-6.1%
COc1ccc(NC(=O)N2CC3(CCN(C(C)=O)CC3)C2)cc1
 : 2.6%	20.7%	nt	-2.3%	nt	nt	8.3%
O=c1c2cnn(-c3ccccc3)c2ncn1Cc1cccc(Cl)c1
 : 19.8%[38.3 µM]	6.2%	1.4%	-7.4%	-8.7%	4.2%	-8.5%

Not a retest: an excerpt of the list.
Screens in order – IMPase Li inh	HTT cytoprotect	GAA glycogen	GoLoco inh red	HttQ103 aggreg	GAA inhib	aGlu spleen mod
COc1ccc(NC(=O)N2CC3(CCN(C(C)=O)CC3)C2)cc1
 : 2.6%	20.7%	nt	-2.3%	nt	nt	8.3%
O=c1c2cnn(-c3ccccc3)c2ncn1Cc1cccc(Cl)c1
 : 19.8%[38.3 µM]	6.2%	1.4%	-7.4%	-8.7%	4.2%	-8.5%

Next section
Screens in order – IMPase Li inh	HTT cytoprotect	GAA glycogen	GoLoco inh red	HttQ103 aggreg	GAA inhib	aGlu spleen mod
O=[N+]([O-])c1cccc(/C=C/c2nc(C=Nc3ccccc3)c(O)o2)c1
 : 18.5%[38.3 µM]	-32.9%	-2.7%	-1.0%	2.9%	-2.3%	6.5%
COc1ccc(C)cc1N(CC(=O)Nc1cccc(N(C)S(C)(=O)=O)c1)S(C)(=O)=O
 : 4.2%[38.3 µM]	15.9%	2.8%	-12.5%	-18.1%	-0.9%	-7.2%
Cc1ccc(S(=O)(=O)N2CCN(C(C)CC(=O)O)CC2)cc1 (centres undefined)
 : 3.9%	-19.7%	1.2%	0.7%	-4.5%	0.5%	-0.9%
O=C(O)CCC/C=C\C[C@@H]1[C@@H](/C=C/[C@@H](O)COc2cccc(C(F)(F)F)c2)[C@H](O)C[C@@H]1O
 : 2.4%	8.3%&24.0%	nt	7.8%&4.9%	16.4%	nt	-7.5%
CCCCCCN(C(=O)CCCCCN1C(=O)NC(c2ccc(-c3ccccc3)cc2)C(C(=O)OCc2ccccc2)=C1C)C(C(=O)NCCCC)c1ccc(OCC(=O)O)c(C(=O)O)c1 (centres undefined)
 : -1.8%	5.1%	nt	2.7%	nt	nt	-7.6%
COc1cccc(NC(=O)Cn2c(CCC(=O)O)ccc2-c2ccc(Cl)cc2)c1
 : 4.8%	-3.4%[10 µM]	-2.9%	11.6%	-10.3%[9.22 µM]	?	6.2%
O=C(Nc1cccc([N+](=O)[O-])c1)C1CC(=O)N(Cc2ccccc2)C1 (centres undefined)
 : 0.5%	9.4%[10 µM]	1.4%	1.4%	19.1%[9.22 µM]	nt	2.2%
O=C(CCCN1C(=O)/C(=C/c2ccccc2)SC1=S)Nc1ccccc1O
 : 13.6%	-134.4%[inhibitor]	7.7%	4.9%	?	3.3%	-6.7%
N#Cc1nc(COc2ccccc2F)oc1N1CCCCCC1
 : 34.9%[38.3 µM]	2.5%[10 µM]	-1.7%	2.1%	-21.6%	-3.2%	-2.0%
Cc1ccc(S(=O)(=O)NC(=O)COc2ccccc2C(N)=O)cc1
 : 15.8%[38.3 µM]	-20.1%[0.074 µM]	0.5%	3.4%	-16.2%	-5.1%	-7.9%
COc1nn(C(C)C(=O)N2N=C(C(F)F)CC2(O)C(F)F)cc1[N+](=O)[O-] (centres undefined)
 : 4.0%	0.6%[10 µM]	2.9%	6.7%	-16.0%	-0.3%	-0.9%
COc1cc(C)ccc1OCCOCCOc1ccc(C)cc1[N+](=O)[O-]
 : 1.6%	-20.1%[10 µM]	-4.8%	1.4%	12.8%	1.9%	-1.8%
COc1cc2c(cc1NC(=O)C(C)OC(=O)C1CC(=O)N(Cc3ccco3)C1)oc1ccccc12 (centres undefined)
 : 39.9%[activator][38.3 µM]	-11.0%	-4.8%	-3.0%	5.3%[9.22 µM]	-2.4%	-1.2%
CC(OC(=O)C1CCCO1)C(=O)NC1CCCC1 (centres undefined)
 : 2.7%[38.3 µM]	0.0%[10 µM]	2.3%	3.6%	8.6%	-8.7%	1.8%
CCCCNC(=O)C(c1ccc(OCC(=O)OC)c(C(=O)OC)c1)N(CCC1=CCCCC1)C(=O)CCCCCN1C(=O)NC(c2ccc(-c3ccccc3)cc2)C(C(=O)OCc2ccccc2)=C1C (centres undefined)
 : -3.9%	-14.0%	nt	4.1%	nt	nt	-6.6%
CC1=CC(=C(C#N)c2nc3ccccc3s2)C=C(C)N1Cc1ccco1
 : 12.4%[38.3 µM]	-8.4%	2.3%	3.3%	20.6%	-1.7%	2.6%
C/C=C/C(=O)C[C@H]1CC[C@@H](C)[C@@H](CCO)O1
 : 10.1%	8.9%	nt	-0.1%	nt	nt	0.0%
COc1ccc(NS(=O)(=O)c2cc(NC(=O)/C=C/c3cccs3)ccc2N2CCOCC2)cc1
 : -0.8%	4.5%[1.9 µM]	9.8%	-7.1%	13.9%	?	-5.0%
CCCn1c(SCC(=O)NC(=O)NCc2ccco2)n[nH]c1=O
 : 9.0%[38.3 µM]	-10.8%	-5.7%	-7.5%	-19.7%	?	-17.9%
CCc1ccc(-c2cc(C(=O)NCc3ccccn3)c3ccccc3n2)cc1
 : -9.6%	-36.7%[10 µM]	-10.5%	41.8%[activator]	-0.1%	3.1%	0.9%
CC1CCCC(C)N1CCCNC(=O)Cn1cc2c(n1)CCCC2 (centres undefined)
 : 5.7%[38.3 µM]	-0.5%	-12.8%	7.4%	-3.4%	5.8%	3.7%
c1ccc(Cc2ccc(OCCCNC3CCCC3)cc2)cc1
 : 22.2%	-54.9%	0.2%	3.9%	10.4%	?	-4.6%
COC(=O)N[C@H](c1ccccc1)[C@@]1(C)C[C@@H]1[C@@H](C)C(=O)Nc1ccc2ccccc2c1
 : 24.9%	-30.8%[inhibitor]	nt	-3.2%	nt	nt	17.2%
CC(C)OC(=O)CSc1nnc(CNc2ccc(Cl)cc2)n1Cc1ccccc1
 : 11.9%	-7.3%[1.9 µM]	-6.5%	9.5%	-6.5%	-0.5%	3.2%
COc1ccccc1NC(C)=O
 : -3.3%[38.3 µM]	-7.1%	21.0%	1.3%	22.7%	-2.9%	10.7%
Cc1cccc(C(=O)NNC(=O)/C=C/C(=O)O)c1
 : 2.6%	-47.7%[inhibitor]	-23.2%	-6.5%	-12.7%	0.5%	3.6%
O=C(NCc1ccc(F)cc1)C1CCCN(S(=O)(=O)c2cccnc2)C1 (centres undefined)
 : 8.0%[38.3 µM]	-0.4%	7.7%	4.1%	25.0%	-8.5%	-2.1%
Cn1c(/C(C#N)=C2/CCCCCN2)nc2ccccc21
 : 9.4%[38.3 µM]	-11.6%[10 µM]	1.3%	13.2%	-19.1%	-2.0%	-19.8%
CCOC(=O)CSc1nn(-c2ccccc2)c(=S)s1
 : -0.1%	-7.8%	2.7%	8.3%	-12.5%	-3.7%	1.0%
COc1ccccc1CCc1nnc(CCC(=O)NCC[C@@H]2C[C@@H]3C=C[C@H]2C3)o1
 : 28.7%	-3.2%[10 µM]	18.3%	19.3%	-1.4%[9.22 µM]	?	3.3%
O=C(NCCC1=CCCCC1)C1CCN(S(=O)(=O)c2ccc(-n3cnnn3)cc2)CC1
 : -5.4%[38.3 µM]	-24.2%	4.2%	0.7%	12.6%	-9.2%	-2.3%
CC[C@H](C)[C@H](NC(N)=O)C(=O)Nc1ccccc1F
 : -4.0%	-4.4%	5.5%	7.6%	15.8%	-4.1%	-0.8%
CCOC(=O)CSc1nc2ccccc2c(=O)[nH]1
 : 20.4%[38.3 µM]	6.9%[10 µM]	-24.0%	-0.6%	5.6%	-5.6%	2.5%
